Screens as filed in PubChem BioAssay.
PLAP inhibitors HTS = PLAP enzyme inhibitors, biochemical, luminescence, HTS (AID 690); inhibition, % at 20 µM, or IC50 in µM where a hit was titrated; purified PLAP, luminescent substrate; higher % means a stronger effect; 0.08% of 96,000 active; in the data active = a potency from the dose series; inactive = the rest, 99 in 100 with inhibition below about 30%; also: strong numbers were not always called active
IL1B NFkB pot = enhances IL-1B driven NFkB nuclear translocation; activation, % at 2 µM; HUVEC IL-1B NFkB p65 nuclear translocation imaging; 0.3% of 94,000 active;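 active = activation above 40%, about the mean plus 3 SD, also judged a hit on visual image review; inconclusive = activation above 40% but not a hit on visual review; inactive = activation not above 40% and no visual hit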;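 also: percent activation is computed from the nuclear over cytoplasmic p65 intensity ratio; values of inactives mirror those of a sister screen read the other way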
NFkB transloc inh = blocks IL-1B driven NFkB nuclear translocation in HUVEC cells. HUVEC IL-1B NFkB p65 nuclear translocation imaging. inhibition, % at 2 µM. 0.43% of 94,000 active. AID 796;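 active = inhibition above about 30% together with a positive call from visual inspection of the well image, limit read from the data; inconclusive = inhibition above a set limit but visual check negative; inactive = inhibition not above a set limit, visual check negative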;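 also: nuclear over cytoplasmic p65 intensity ratio measured by imaging; 0% = IL-1B stimulated DMSO wells and 100% = unstimulated DMSO wells; values of inactives mirror those of a sister screen read the other way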
MRP resist rev = reverses drug resistance mediated by MRP. differential viability (reversal), % at 10 µM. H69AR cells + 2 uM doxorubicin, CellTiter-Glo, 72 h. 0.04% of 85,000 active;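 active = viability drop by adding the cancer drug above about 55%, with treated viability meeting a 40% cutoff, limit read from the data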;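 also: viability without doxorubicin minus viability with 2 µM doxorubicin for each compound; larger differential means the compound sensitizes cells more to doxorubicin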
Bcl-B TR3 displacers = displacers of TR3 peptide from Bcl-B, primary screen, selectivity assay for Bfl-1 inhibitor project, biochemical, fluorescence polarization. FP displacement of FITC-TR3 peptide from Bcl-B; higher % means a stronger effect. one-dose displacement, % at 20 µM; IC50 in µM for titrated hits. 0.11% of 96,000 active. AID 748;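 active = displacement above 50% at 20 µM plus a fluorescence interference ratio under 1.5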;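 also: plate controls were wells without compound for no effect and wells lacking Bcl-B protein for full effect; a part of the inactive calls stands beside numbers as strong as those of hits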
MRP resist rev cytotoxicity = further read-out of MRP resist rev, marked with its call; viability, %; H69AR cells, CellTiter-Glo, 72 h; measured here: cytotoxicity without doxorubicin
MRP resist rev with doxorubicin = second read-out of MRP resist rev, no call of its own (marks repeat the call); viability, %; measured here: viability with 2 uM doxorubicin; active compounds read low
NFkB transloc inh cell count 2 µM = also measured in NFkB transloc inh; calls as there; cell count; measured here: cells passing quality filter;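 raw number of nuclei counted in each imaged well without normalization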
IL1B NFkB pot cell count 2 µM = recorded beside IL1B NFkB pot, whose call it bears; cell count; measured here: cells passing quality filter
Active calls of the source: *; ? = inconclusive; . = not tested or not shown. The list is partial; rates above refer to the full screens.

| Structure | IL1B NFkB pot | MRP resist rev with doxorubicin | NFkB transloc inh | PLAP inhibitors HTS | MRP resist rev cytotoxicity | MRP resist rev | IL1B NFkB pot cell count 2 µM | NFkB transloc inh cell count 2 µM | Bcl-B TR3 displacers |
| --- | --- | --- | --- | --- | --- | --- | --- | --- | --- |
| CC(=O)C1=C(C)NC(SCC(=O)c2ccc(Cl)c(Cl)c2)=C(C#N)C1c1ccco1 (centres undefined) | 19 | 58 | -20 | -61% | 58 | 0 | 125 | 125 | -43% |
| CC(=O)N1CCN(c2ccc(NC(=O)COc3ccc(Cl)cc3Cl)cc2)CC1 | 24 | 71 | -24 | -30% | 59 | -11 | 174 | 174 | 0% |
| COc1cccc(C(=O)N(Cc2cc3cc(C)ccc3[nH]c2=O)CC2CCCO2)c1 (centres undefined) | . | 75 | . | -55% | 87 | 12 | . | . | 1% |
| COc1cc(NS(=O)(=O)c2ccc(NC(=S)NC(=O)C(C)(C)C)cc2)nc(OC)n1 | 11 | 92 | -11 | -8% | 90 | -2 | 55 | 55 | 3% |
| COc1cccc(C2C(=O)N(C3CCCCC3)CC(=O)N2Cc2ccc(F)cc2)c1 (centres undefined) | 7 | 90 | -7 | -4% | 89 | -2 | 194 | 194 | 7% |
| Oc1c(C=NCc2ccncc2)sc2ccccc12 | -4 | 98 | 4 | 10% | 86 | -13 | 160 | 160 | -10% |
| CCOc1ccccc1C(=O)NCCCn1ccnc1 | 8 | 101 | -8 | -7% | 99 | -2 | 119 | 119 | 9% |
| O=c1c2cnn(-c3ccc(F)cc3)c2ncn1Cc1ccccn1 | -17 | 74 | 17 | 5% | 88 | 14 | 71 | 71 | 6% |
| COc1ccccc1-c1noc(-c2cccnc2)n1 | 18 | 92 | -18 | -3% | 84 | -8 | 152 | 152 | -5% |
| Nc1cc2c(cc1C(=O)c1ccc(Cl)cc1)OCCO2 | 21 | 54 | -21 | 31% | 52 | -2 | 64 | 64 | 10% |
| CCOC(=O)c1ccc(N2C(=O)CC(Sc3nnc(C)s3)C2=O)cc1 (centres undefined) | 13 | . | -13 | -10% | . | . | 99 | 99 | 12% |
| COc1ccc(-c2nnn(Cc3nc(N)nc(N4CCOCC4)n3)n2)cc1OC | 2 | 79 | -2 | 6% | 83 | 5 | 53 | 53 | -12% |
| CN(C)S(=O)(=O)c1ccc2c(c1)c(=O)c(C(=O)N1CCOCC1)cn2C | -66 | 109 | 66* | 9% | 98 | -10 | 75 | 75* | -3% |
| O=C(Nc1ccccc1N1CCN(C(=O)c2ccc(Cl)cc2)CC1)c1cccnc1 | 11 | 47 | -12 | -45% | 70 | 23 | 188 | 188 | 42% |
| N#Cc1cnn(Cc2ccc(Cl)cc2)c1N | -6 | 101 | 6 | 12% | 100 | -1 | 108 | 108 | 2% |
| CC(C)C(=O)N(c1ccc2oc(=O)sc2c1)S(=O)(=O)c1cccs1 | -6 | . | 6 | 12% | . | . | 109 | 109 | -6% |
| Cc1ccc(-n2nc3c4c(cccc4c2=O)-c2ccccc2-3)cc1 | 1 | . | -1 | 16% | . | . | 154 | 154 | -11% |
| CC(/C=N/n1c(-c2ccccc2)n[nH]c1=S)=C\c1ccco1 | 2 | . | -2 | -7% | . | . | 135 | 135 | 1% |
| Cc1cccc(NC(=O)CSc2nc(C)c(CC(=O)c3ccc(Br)cc3)c(C)c2C#N)c1C | -21 | . | 21 | 19% | . | . | 110 | 110 | -12% |
| O=C(NNC(=O)c1cccnc1)Nc1ccccc1 | -3 | . | 3 | -16% | . | . | 127 | 127 | -3% |
| Cn1c(=O)n(CCN2CCOCC2)c(=O)c2c1nc1n2CCN1c1ccccc1 | 6 | 97 | -6 | . | 96 | -1 | 173 | 173 | . |
| O=C(NC1CCCC1)c1ccc(S(=O)(=O)N2CCCC2)cc1 | -2 | 67 | 2 | 15% | 81 | 14 | 171 | 171 | -8% |
| O=C(CSC1CCCCC1)N1CCN(c2ccccc2)CC1 | . | 81 | . | -30% | 97 | 16 | . | . | -3% |
| Cc1c(Cl)c(C(=O)NC2CCCC2)nn1C | -4 | 86 | 4 | . | 78 | -8 | 152 | 152 | . |
| CCOc1ccc(-c2noc(-c3ccncc3)n2)cc1OCC | 0 | 75 | 0 | -45% | 68 | -7 | 115 | 115 | -4% |
| COc1cc(C(c2nnnn2C(C)(C)C)N2CCN(C)CC2)cc(OC)c1OC (centres undefined) | -16 | 93 | 16 | -52% | 89 | -4 | 199 | 199 | 4% |
| COc1cccc(Nc2ncnc3ccccc23)c1 | 8 | 92 | -8 | 14% | 86 | -6 | 190 | 190 | -8% |
| Cc1cc(=O)[nH]c2c1c(C)nn2C1CCOC(C)(C)C1 (centres undefined) | -5 | 84 | 5 | 13% | 96 | 12 | 40 | 40 | 2% |
| Cc1cc(NS(=O)(=O)c2ccc(NC(=O)Nc3ccccc3)cc2)no1 | -3 | 101 | 4 | 12% | 97 | -4 | 186 | 186 | 0% |
| COc1cc2c(cc1OC)-c1cc(N3CCCCCC3)nc(=O)n1CC2 | 2 | . | -2 | -24% | . | . | 189 | 189 | -4% |
| O=C(O)c1ccc(CSc2n[nH]c(-c3ccco3)n2)cc1 | 3 | 85 | -3 | -8% | 92 | 7 | 93 | 93 | 10% |
| CCSc1nc2sc3c(c2c2nnc(SCC(=O)NCc4ccco4)n12)CCCC3 | 5 | . | -5 | . | . | . | 159 | 159 | . |
| Clc1ccc(CSc2nnc(-c3ccncc3)o2)c(Cl)c1 | -6 | 91 | 6 | 10% | 89 | -2 | 121 | 121 | -14% |
| CCOC(=O)CN(C(=O)Cn1nnc2ccccc21)C(C(=O)NCCOC)c1ccccc1 (centres undefined) | 5 | 98 | -5 | -38% | 104 | 6 | 161 | 161 | 9% |
| O=C(Cn1nc(-c2ccccc2)ccc1=O)N1CCOCC1 | -15 | 95 | 15 | . | 97 | 2 | 193 | 193 | . |
| CCOc1cc(CNCCSc2nnnn2C)cc(Br)c1OCc1ccccc1F | -6 | . | 6 | -34% | . | . | 139 | 139 | -4% |
| COc1c2ccc(C(=O)NCc3cc(C(F)(F)F)cc(C(F)(F)F)c3)cc2nn1C | 0 | . | 0 | -15% | . | . | 164 | 164 | -5% |
| COCCn1nnnc1C(C(C)C)N1CCC(Cc2ccccc2)CC1 (centres undefined) | 3 | 69 | -3 | -45% | 88 | 19 | 135 | 135 | -32% |
| CC(C)CCNC(=O)Cc1c(C(=O)O)[nH]c2ccc(Cl)cc12 | 8 | 102 | -8 | -7% | 99 | -3 | 121 | 121 | 6% |
| C=C(C)Cn1c(SCC(=O)O)nnc1-c1ccccc1 | -2 | 94 | 2 | -12% | 96 | 3 | 159 | 159 | 0% |
| Cc1nn(-c2ccccc2)c2sc(C(=O)OCc3nnc(-c4ccccc4)o3)cc12 | 21 | 77 | -21 | -28% | 80 | 3 | 52 | 52 | 2% |
| CCOC(=O)N1CCC(NC(=O)c2ccc3c(c2)ncn3C2CCCC2)CC1 | -1 | 78 | 1 | -24% | 80 | 3 | 116 | 116 | 6% |
| COc1ccc(Br)cc1C(=O)Nc1cc(C)cc(C)c1 | 9 | 67 | -9 | -8% | 98 | 31 | 151 | 151 | 1% |
| Cc1ccccc1/C=C1\CCCc2ccccc2C1=O | 9 | 71 | -9 | . | 84 | 13 | 149 | 149 | . |
| O=C(CCN1CCN(CCO)CC1)Nc1ccc(F)c(F)c1 | . | 94 | . | -7% | 93 | -1 | . | . | -9% |
| C/C(N)=C(/C#N)C(=O)COC(=O)CC1CCCC1 | 5 | 100 | -5 | 5% | 88 | -11 | 118 | 118 | -2% |
| Cc1cc(NC(=O)CSc2nc3c(c(=O)n2-c2ccc(Cl)cc2)SCC3)no1 | 23 | 83 | -23 | . | 83 | 0 | 183 | 183 | . |
| NNC(=O)CN1C(c2ccc(Cl)cc2)=Nc2ccc(Br)cc2C1c1ccccc1 (centres undefined) | -7 | . | 7 | -32% | . | . | 141 | 141 | -6% |
| O=C(Cn1nnc(-c2cccs2)n1)OC1CCCCC1 | -2 | 94 | 2 | 11% | 101 | 7 | 142 | 142 | -4% |
| Cc1ccc(-c2noc(CCC(=O)Nc3ccc4c(c3)OCO4)n2)cc1 | 4 | 95 | -4 | 8% | 94 | -2 | 163 | 163 | -6% |
| CCOc1cc(-c2ccc(N)c(OCC)c2)ccc1N | -13 | 64 | 13 | 3% | 64 | 0 | 92 | 92 | 167% |
| CS(=O)c1ccccc1COC(=O)Nc1ccc(Cl)cc1 (centres undefined) | -14 | . | 14 | -30% | . | . | 183 | 183 | 0% |
| CCC(=O)Nc1cccc(NC(=O)c2cccnc2)c1 | 0 | 98 | 0 | 11% | 101 | 3 | 108 | 108 | 3% |
| CCCCc1nc(NCC2CCCO2)c(C#N)c2c1COC(C)(C)C2 (centres undefined) | -11 | . | 12 | . | . | . | 19 | 19 | . |
| CCOC(=O)N1CCN(C(=O)c2cnn3ccccc23)CC1 | -1 | 96 | 1 | -34% | 98 | 3 | 210 | 210 | 13% |
| COC(=O)Cn1c(=NC(=O)C(C)(C)C)sc2c(C)cc(C)cc21 | -5 | . | 5 | 9% | . | . | 173 | 173 | -4% |
| CC(C)Cn1c(N)c(C(=O)CSc2nc3ccccc3n2C)c(=O)n(C)c1=O | -1 | . | 1 | 13% | . | . | 138 | 138 | 0% |
| O=C1C2C3C=CC(C3)C2C(=O)N1c1ccc(-c2nc3ccccc3o2)cc1 (centres undefined) | -17 | 115 | 17 | 4% | 95 | -20 | 90 | 90 | 3% |
| Cc1occc1C(=O)NC(C)C(C)(C)C (centres undefined) | 5 | 82 | -5 | -11% | 99 | 17 | 93 | 93 | -7% |
| Cc1ccc(CSCC(=O)N/N=C/c2sccc2C)cc1 | 25 | . | -25 | 51% | . | . | 195 | 195 | 3% |

(next part)
| Structure | IL1B NFkB pot | MRP resist rev with doxorubicin | NFkB transloc inh | PLAP inhibitors HTS | MRP resist rev cytotoxicity | MRP resist rev | IL1B NFkB pot cell count 2 µM | NFkB transloc inh cell count 2 µM | Bcl-B TR3 displacers |
| --- | --- | --- | --- | --- | --- | --- | --- | --- | --- |
| Cc1ccc2nc(SCCC(=O)O)cc(C)c2c1 | -5 | 90 | 5 | -19% | 75 | -15 | 151 | 151 | -2% |
| O=C1OCCC1Sc1nnnn1-c1ccccc1 (centres undefined) | -9 | 82 | 9 | -10% | 104 | 22 | 135 | 135 | 4% |
| O=C1C2C(c3ccccc3)C=CC(c3ccccc3)C2C(=O)N1CCO (centres undefined) | ? | 86 | -49 | 9% | 82 | -4 | . | 125 | -3% |
| Cc1ccc(-c2nc(CN(C)C)cc(CN(C)C)c2O)cc1 | 9 | . | -9 | -24% | . | . | 145 | 145 | 21% |
| COc1ccccc1-c1cc2nc(C)c(CCC(=O)NCc3ccco3)c(C)n2n1 | . | 83 | . | -41% | 72 | -11 | . | . | 2% |
| O=C(CSc1ccc(Cl)cc1Cl)N1CCC(c2nc3ccccc3s2)CC1 | 18 | . | -18 | -31% | . | . | 197 | 197 | -2% |
| Cn1c(=O)cc(OCC(=O)N2CCC(N3CCCCC3)CC2)c2ccccc21 | -5 | 80 | 5 | -12% | 77 | -3 | 177 | 177 | 10% |
| OC12CCCCC1C(c1ccc3c(c1)OCO3)N(Cc1cccc(F)c1)CC2 (centres undefined) | -3 | 77 | 3 | -37% | 88 | 10 | 148 | 148 | 0% |
| O=C(Nc1cccc(Cl)c1)c1ccc2c(=O)n3c(nc2c1)CCCCC3 | 3 | 77 | -3 | 23% | 43 | -34 | 63 | 63 | 6% |
| c1cnc2ccc(C(c3nnnn3C3CCCC3)N3CCN(c4nc5ccccc5s4)CC3)cc2c1 (centres undefined) | 12 | 36 | -12 | -63% | 79 | 43 | 83 | 83 | -15% |
| O/N=C/c1cc(Cl)ccc1OCc1ccccc1Cl | 16 | . | -16 | 0% | . | . | 76 | 76 | 2% |
| COc1ccc(OCC(=O)N(C)Cc2ccccc2)cc1 | . | 83 | . | -2% | 90 | 7 | . | . | 1% |
